# Source: PubChem
# Tat transport – E. coli Tat export inhibitors, primary screen, MC4100, TorA-mCherry reporter, fluorescence, single point | inhibition, % at 10 µM | actives 0.036% (n = 340,000);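 active means mean replicate inhibition at least 50% and at least half of replicates individually reaching 50%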;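 further: exported cargo escapes ClpAP degradation while cytoplasmic cargo is degraded and loses fluorescence; 0% = median of neutral control wells and 100% = median of NaSCN control wells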
# SUMO Mot1 rescue – yeast Mot1-301 growth rescue at high temperature, primary screen, SUMOylation pathway inhibitor project, S. cerevisiae, ATP luminescence, 38.5C | S. cerevisiae Mot1-301 growth rescue; percent above DMSO median, 100 means doubled | actives 1% (n = 320,000) | growth rescue, % at 18.8 µM;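 active means every valid replicate shows activation above 250% relative to neutral control wells; inactive means the rest, any valid replicate at or below 250%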;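 further: OY570 slx delta 5 strain wells were the positive control but not used for scaling; some compounds called inactive have numbers as strong as hits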
# AddAB inh – growth inhibition of E. coli expressing H. pylori AddAB, primary screen, AddAB inhibitor project, absorbance; inhibition, % at 11.9 µM; actives 0.29% (n = 330,000); in the data active means inhibition above about 12%;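 further: 0% = vehicle wells of infected cells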
# E coli growth – E. coli V3065 growth inhibition, primary screen, counter-screen for AddAB inhibitor project, absorbance, OD600; 18 h; inhibition, % at 11.9 µM; actives 0.27% (n = 330,000); AID 449728, 2010;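 active means inhibition above the campaign's mean inhibition across all tested compounds plus 3 SD, cut at about 9.9% in these data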;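 further: uninfected addAB+ strain grown without phage in ampicillin broth; 0% = DMSO wells and 100% = ciprofloxacin 0.95 µg/ml wells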
# HTR5A inv ag – HTR5A inverse agonists in luminescence cell assay, primary screen, counter-screen for OPRM1-OPRD1 heterodimer inverse agonist project, full-deck HTS. HTR5A cell line, inverse agonism. AID 504634, 2011. actives 0.083% (n = 340,000). 5-hydroxytryptamine receptor 5A (Homo sapiens), P47898. inhibition, % at 9.3 µM; in the data active means inhibition mostly above about 23%, no sharp cut-off; inactive means mostly below about 18%;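 further: 0% = cells with DMSO and 100% = no-cell wells with DMSO; some compounds called inactive have numbers as strong as hits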
# HTR5A ag ctr – HTR5A agonists in luminescence cell assay, primary screen, counter-screen for OPRM1-OPRD1 heterodimer agonist project, full-deck HTS. cell-based. activation, % at 9.3 µM. actives 0.61% (n = 340,000); in the data active means activation mostly above about 9.5%, no sharp cut-off; inactive means mostly below about 7.6%;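 further: 0% = cells with vehicle only and 100% = reference agonist; strong numbers were not always called active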
# CDK5 inh – inhibitors of human CDK5/p35 kinase, primary screen, biochemical, single concentration; Recombinant CDK5/p35, ADP-Glo luminescence, 60 min; actives 0.01% (n = 330,000); inhibition, % at 10 µM;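 active means highest replicate inhibition of at least 50% and at least 75% of replicates reaching 50%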;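 further: plate controls were DMSO neutral control for no effect and GW8510 at 10 µM for full effect; many of its hits are not listed in these tables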
# PKA-R2B activ – activators of PKA-R2B holoenzyme, primary screen, biochemical, fluorescence polarization, Cy5-IP20, human | PKA-R2B holoenzyme dissociation; R2B truncated from residue 108, S112A mutant; 0% DMSO only, 100% 113 µM cGMP | activation, % at 11.4 µM | actives 0.079% (n = 340,000) | AID 504700, 2011;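 active means activation above a cutoff set at the mean over all compounds plus 3 SD, cut at about 18% in these data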;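 further: higher means more holoenzyme dissociation and a rise in polarization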
# Target sequence (P31323 whole entry, looked up, other chains not shown, the tested form may be a part): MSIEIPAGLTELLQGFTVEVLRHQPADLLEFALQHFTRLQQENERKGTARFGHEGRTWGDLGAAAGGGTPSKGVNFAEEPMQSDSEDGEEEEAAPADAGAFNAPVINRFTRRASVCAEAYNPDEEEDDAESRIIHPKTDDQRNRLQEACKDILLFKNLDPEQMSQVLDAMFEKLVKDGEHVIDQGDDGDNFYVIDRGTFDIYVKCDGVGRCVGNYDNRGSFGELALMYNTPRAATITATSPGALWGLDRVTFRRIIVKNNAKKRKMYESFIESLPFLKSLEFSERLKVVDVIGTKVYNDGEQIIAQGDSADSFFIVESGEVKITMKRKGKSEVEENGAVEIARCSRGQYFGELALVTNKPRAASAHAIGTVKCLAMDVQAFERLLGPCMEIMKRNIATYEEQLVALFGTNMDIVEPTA
# phage Ecoli inh – growth loss of phage-infected E. coli, primary screen, RecBCD inhibitor project, absorbance, with phage, HTS; inhibition, % at 11.9 µM; actives 0.26% (n = 360,000); AID 651602, 2012; in the data active means inhibition above about 11%
# PKA-R1A activ – activators of PKA-R1A holoenzyme, primary screen, biochemical, fluorescence polarization, Cy5-IP20, bovine R1A, mouse PKAc; actives 0.083% (n = 340,000); PKA-R1A dissociation; scaled: DMSO 0%, 113 µM cGMP 100%; AID 504707, 2011; cAMP-dependent protein kinase type I-alpha regulatory subunit (Bos taurus) + …; activation, % at 11.4 µM;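 active means percent activation above the mean of all tested compounds plus 3 SD, cut at about 19% in these data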;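 further: higher means more PKAc released from R1A so a rise in polarization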
# DAGLB inhibitor – DAGLB lipase inhibitors, primary screen, biochemical, fluorescence, HTS; Diacylglycerol lipase-beta (Homo sapiens), Q8NCG7; HEK293T DAGLB membrane lysate, EnzChek fluorogenic substrate; inhibition, % at 5.17 µM; actives 0.059% (n = 340,000); AID 504411, 2011; in the data active means inhibition above about 34%;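 further: 0% = enzyme with vehicle and 100% = wells lacking enzyme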
# Target sequence (Q8NCG7 whole entry, looked up): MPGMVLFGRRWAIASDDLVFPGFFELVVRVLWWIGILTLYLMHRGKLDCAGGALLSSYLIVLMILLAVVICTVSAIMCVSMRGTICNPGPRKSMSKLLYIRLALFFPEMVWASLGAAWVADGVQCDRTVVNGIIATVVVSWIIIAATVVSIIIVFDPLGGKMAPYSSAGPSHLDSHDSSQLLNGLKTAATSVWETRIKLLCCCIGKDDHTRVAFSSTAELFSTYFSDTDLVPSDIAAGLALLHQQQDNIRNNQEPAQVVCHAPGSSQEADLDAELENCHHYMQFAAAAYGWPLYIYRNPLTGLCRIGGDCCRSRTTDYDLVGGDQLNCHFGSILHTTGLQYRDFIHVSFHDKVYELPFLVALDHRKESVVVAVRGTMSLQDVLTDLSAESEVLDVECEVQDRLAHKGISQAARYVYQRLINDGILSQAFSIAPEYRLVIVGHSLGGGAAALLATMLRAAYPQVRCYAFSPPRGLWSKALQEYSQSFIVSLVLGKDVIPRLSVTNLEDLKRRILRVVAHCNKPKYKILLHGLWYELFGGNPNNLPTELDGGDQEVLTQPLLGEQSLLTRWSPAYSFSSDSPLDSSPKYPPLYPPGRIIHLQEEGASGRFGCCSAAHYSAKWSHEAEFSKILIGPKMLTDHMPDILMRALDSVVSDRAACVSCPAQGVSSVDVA
# The depositor's hits bear a star; . = not tested or not shown.
SMILES,Tat transport,SUMO Mot1 rescue,AddAB inh,E coli growth,HTR5A inv ag,HTR5A ag ctr,CDK5 inh,PKA-R2B activ,phage Ecoli inh,PKA-R1A activ,DAGLB inhibitor
O=C(c1ccc(-c2ccccc2)cc1)c1ccccc1C(=O)N1CCOCC1,-2,0,-2.0,-2.0,9,2,-0.8,3,1.9,-3,0
Cc1cccc(-c2c3c(=O)n(C)c(=O)n(C)c3cn2C(C)C)c1,13,-3,0.3,-2.2,18,2,0.7,-6,3.8,0,2
COCCNC(=O)c1sc2nc(-c3ccccc3)cn2c1C,-4,-3,2.0,-0.8,24,-6,-0.4,-2,3.4,6,0
Cc1cc(C)c2c(N)c(C(=O)c3ccc(Br)cc3)oc2n1,-9,10,4.5,2.0,-25,-2,0.7,-6,3.6,-14,0
COC(=O)C(NC(=O)c1ccc(C)cc1)(Nc1cccc(C)n1)C(F)(F)F (stereo unspecified),-2,-10,2.4,-3.0,13,1,1.1,4,3.5,9,-2
Cn1nc(-c2ccc(N3CCN(CCO)CC3)c([N+](=O)[O-])c2)c2ccccc2c1=O,-2,-17,-0.1,0.4,-11,1,1.2,1,-1.2,4,1
CC1=CC(=C(C#N)c2nc3ccccc3s2)C=C(C)N1c1ccc(F)cc1F,-2,13,2.2,2.6,3,-1,1.4,-4,3.2,5,-3
CCOC(=O)CSc1ncnc2c(C(=O)OCC)c3n(c12)CCC3,-1,-10,2.3,-0.3,-5,2,1.4,-4,3.6,-2,1
COc1cccc(C2NC(c3cccc(OC)c3O)C(C)C(=O)C2C)c1O (stereo unspecified),9,23,-2.9,1.6,-6,4,-0.5,6,2.1,-1,11
O=c1[nH]snc1N1CCOCC1,-2,-6,-0.5,-0.8,-20,1,-1.5,-7,2.7,2,-4
CCC(=O)N(CCc1ccccc1)Cc1cc2cc(C)ccc2[nH]c1=O,-1,-6,.,.,-6,2,-1.5,4,2.4,-5,-3
Cc1cc(C(=O)C(C)OC(=O)c2ccc(NC(=O)CC#N)cc2)c(C)n1-c1ccc(OC(F)F)cc1 (stereo unspecified),-4,5,0.9,-0.3,-16,1,-0.7,-4,2.9,-9,-8
C=CCc1cc(Cl)ccc1OCCOCCN(C)C,0,43,0.8,-0.9,-9,-2,2.1,2,0.3,-12,4
COC(=O)c1ccc(COn2c(=O)c(C)[n+]([O-])c3ccccc32)cc1,-8,19,3.2,0.8,-1,0,1.5,-4,1.6,4,-1
CCOC(=O)c1cc(S(=O)(=O)N2CCN(Cc3ccccc3)CC2)cn1C,-1,-18,0.7,-0.1,-11,-3,0.3,-4,3.2,2,-3
O=C(CCNc1ccc(F)c(Cl)c1)c1ccco1,-8,13,0.6,1.4,-4,1,9.6,-11,3.9,-2,-5
C=CCNC(=O)c1c(CS(=O)(=O)c2ccccc2)noc1C(=O)NCc1ccccc1,4,6,-0.1,-1.9,-15,9,0.2,-3,1.5,-5,0
Cc1cccnc1NC(=O)Nc1cccs1,3,-16,-1.0,-2.0,1,0,-1.2,3,0.9,2,0
Cc1c(C)n2c(SCC(=O)N3CCCC3)nnc2[nH]c1=O,0,-11,0.3,1.0,-14,6,1.3,-5,-1.4,-5,-4
COCCCNCC#CCOc1ccc(OC)cc1,3,3,0.3,1.3,6,2,-0.7,-11,-0.2,6,1
Cc1ccc(NC(=O)c2ccc(Cl)c(S(=O)(=O)NCC3CCCO3)c2)c(O)c1 (stereo unspecified),-5,5,3.7,2.8,-19,-1,0.9,0,2.6,-6,1
CCc1ccc(CN2CCC(n3nccc3NC(=O)c3cccc(F)c3)CC2)cc1,5,-22,0.4,-0.2,9,-4,0.4,1,2.1,6,-3
CNC(=O)C(C)Sc1ccc(S(=O)(=O)N2CCOCC2)cn1 (stereo unspecified),4,-6,1.8,-4.2,4,0,0.0,-10,3.9,-15,0
Cc1cc2c(cc1S(=O)(=O)CCC(=O)NCc1ccccc1)OCC(=O)N2,-2,-1,2.9,6.4,6,1,0.5,-4,1.7,-4,3
O=C(Nc1nnc(CCN2CCCCC2)s1)C1CCCCC1,0,-15,5.2,1.5,-8,0,-1.1,-8,2.9,1,2

# Whole records from above.
# Cc1cc(C(=O)C(C)OC(=O)c2ccc(NC(=O)CC#N)cc2)c(C)n1-c1ccc(OC(F)F)cc1 (stereo unspecified) reads Tat transport: -4; SUMO Mot1 rescue: 5; AddAB inh: 0.9; E coli growth: -0.3; HTR5A inv ag: -16; HTR5A ag ctr: 1; CDK5 inh: -0.7; PKA-R2B activ: -4; phage Ecoli inh: 2.9; PKA-R1A activ: -9; DAGLB inhibitor: -8
# Cc1c(C)n2c(SCC(=O)N3CCCC3)nnc2[nH]c1=O reads Tat transport: 0; SUMO Mot1 rescue: -11; AddAB inh: 0.3; E coli growth: 1.0; HTR5A inv ag: -14; HTR5A ag ctr: 6; CDK5 inh: 1.3; PKA-R2B activ: -5; phage Ecoli inh: -1.4; PKA-R1A activ: -5; DAGLB inhibitor: -4

# Later entries
SMILES,Tat transport,SUMO Mot1 rescue,AddAB inh,E coli growth,HTR5A inv ag,HTR5A ag ctr,CDK5 inh,PKA-R2B activ,phage Ecoli inh,PKA-R1A activ,DAGLB inhibitor
O=C(NCc1ccco1)c1cc(-c2cccc(Cl)c2)on1,18,-30,4.7,2.2,11,3,3.0,-3,3.7,-2,-23
COc1ccc(C(=O)NC(=S)Nc2ccc(CN3CCCCC3)cc2)cc1Cl,-3,636*,0.1,-0.7,3,-1,0.6,-2,0.2,-7,0
COc1ccc(C(=S)N2CCOCC2)cc1OC(=O)c1ccc([N+](=O)[O-])cc1,-5,27,4.5,-0.4,7,-3,-2.9,-2,1.0,-5,-1
COCc1cc(N2CCOCC2)nc(SCc2ccc(Cl)cc2)n1,0,-14,1.9,0.2,24,0,0.0,-6,2.1,-4,-4
CC(C)C(=O)Nc1nnc(CCN2CCOCC2)s1,7,147,6.6,1.1,-2,-3,-1.6,-2,2.2,-8,-1
O=C(CSc1ncnc2c1oc1ccccc12)OCc1ccccc1,3,15,1.5,1.7,2,-3,-0.4,-2,.,1,-12
O=C(OCc1cccc2ccccc12)C1CC(=O)N(c2ccccc2)C1 (stereo unspecified),3,-8,3.1,-0.2,-3,1,0.0,-4,3.6,-6,-6
O=C(NCc1ccccc1)/C(=C\c1ccc(O)cc1)NC(=O)c1ccco1,1,-10,2.1,-0.3,7,3,1.2,-3,0.6,2,1
CCOC(=O)N1CCN(C(=O)c2ccc3c(Cl)c4c(nc3c2)CCCC4)CC1,1,36,2.9,0.7,21,0,-0.3,-1,-0.2,1,0
O=c1c2cc3ccccc3n2cnn1Cc1ccccc1F,1,-11,3.6,-0.2,-10,4,0.3,2,-0.8,-7,-8
COCCC(=O)N1CCC(Oc2ccc(C(=O)N3CCCCC3COC)cc2)CC1 (stereo unspecified),-1,-18,3.1,-0.4,-11,-1,-0.1,0,0.9,9,1
CCOC(=O)c1cccc(NC(=O)CSc2nncn2-c2ccccn2)c1,0,16,4.6,-2.5,-12,4,-1.3,-8,-0.9,-7,-4
COC(=O)c1cccc(S(=O)(=O)N2CCN(c3nc4ccccc4s3)CC2)c1,3,36,2.3,-1.6,14,5,1.8,5,-0.1,3,1
O=C(NC1CCCCC1c1ccccc1)c1ccccc1 (stereo unspecified),0,.,.,.,9,-2,-0.7,9,4.1,-2,3
COc1cc(/C=N/NC(=O)c2cnccn2)cc(OC)c1OC,3,.,-1.4,1.4,7,6,0.7,-4,3.2,1,2
CC(=O)c1sc(NC(=O)C2CCN(C(=O)c3ccccc3C)CC2)nc1-c1ccccc1,3,8,5.0,-0.6,5,4,1.5,1,3.7,-1,-3
COc1ccc(C2C=C(C34CC5CC(CC(C5)C3)C4)NC(=S)N2)cc1OC (stereo unspecified),3,-10,4.5,-2.4,-3,-2,-1.3,-9,-0.1,-4,-1
O=C(Nc1cccc(Cl)c1)c1cnccn1,-3,29,0.5,-0.7,14,0,0.6,-4,3.1,0,-2
O=C(COC(=O)CCSc1ccccc1Cl)NCc1ccco1,0,73,0.5,-0.2,1,0,1.2,6,0.0,-2,-1
O=C1c2cccc(OCC(=O)N3CCCc4ccccc43)c2CCN1Cc1ccccc1,1,.,-0.9,-0.9,-8,2,2.4,7,3.6,-2,-1
CCc1ccc(C(=O)c2oc3nc(C)cc(C)c3c2N)cc1,2,5,1.0,1.5,-11,-2,-1.2,-6,-1.0,-6,0
COc1ccc(CCN2C(=O)NC(NS(=O)(=O)c3ccc(N)cc3)(C(F)(F)F)C2=O)cc1OC (stereo unspecified),-2,-15,2.3,-0.3,-11,3,-0.9,-9,3.6,-1,1
Cc1ccc(NC(=O)CN2C(=O)NC3(CCC(C)CC3)C2=O)c(Cl)c1 (stereo unspecified),-6,2,0.1,-1.7,8,-2,0.7,12,3.2,-3,0
Cc1cccc(C)c1NC(=O)CSc1nnc(-c2ccoc2C)n1C,11,-5,-1.1,-2.4,-18,-3,-1.8,8,2.2,-10,0
Cc1ccc(NC(=O)c2ccc(F)c(S(=O)(=O)N3CCOCC3)c2)cc1F,-2,0,-0.8,-0.7,2,3,-0.1,5,2.1,4,-5
CCCCOc1ccc(C(=O)N2CC(C)OC(C)C2)cc1 (stereo unspecified),3,1,0.6,-1.5,-2,4,-1.4,-10,3.9,1,-1
O=C(Cc1ccc([N+](=O)[O-])cc1)N1CCCCCC1,-4,0,-2.3,-0.2,-12,4,-0.1,-1,3.4,2,1

# Compounds listed so far with an aryl thioether with sulfur outside any ring (eight):
SMILES,Tat transport,SUMO Mot1 rescue,AddAB inh,E coli growth,HTR5A inv ag,HTR5A ag ctr,CDK5 inh,PKA-R2B activ,phage Ecoli inh,PKA-R1A activ,DAGLB inhibitor
CCOC(=O)CSc1ncnc2c(C(=O)OCC)c3n(c12)CCC3,-1,-10,2.3,-0.3,-5,2,1.4,-4,3.6,-2,1
Cc1c(C)n2c(SCC(=O)N3CCCC3)nnc2[nH]c1=O,0,-11,0.3,1.0,-14,6,1.3,-5,-1.4,-5,-4
CNC(=O)C(C)Sc1ccc(S(=O)(=O)N2CCOCC2)cn1 (stereo unspecified),4,-6,1.8,-4.2,4,0,0.0,-10,3.9,-15,0
COCc1cc(N2CCOCC2)nc(SCc2ccc(Cl)cc2)n1,0,-14,1.9,0.2,24,0,0.0,-6,2.1,-4,-4
O=C(CSc1ncnc2c1oc1ccccc12)OCc1ccccc1,3,15,1.5,1.7,2,-3,-0.4,-2,.,1,-12
CCOC(=O)c1cccc(NC(=O)CSc2nncn2-c2ccccn2)c1,0,16,4.6,-2.5,-12,4,-1.3,-8,-0.9,-7,-4
O=C(COC(=O)CCSc1ccccc1Cl)NCc1ccco1,0,73,0.5,-0.2,1,0,1.2,6,0.0,-2,-1
Cc1cccc(C)c1NC(=O)CSc1nnc(-c2ccoc2C)n1C,11,-5,-1.1,-2.4,-18,-3,-1.8,8,2.2,-10,0
